PvdQ inh: P. aeruginosa PvdQ acylase inhibition; AID 488965; 0.063% of 340,000 active; purified PvdQ acylase, fluorescence plate reader; inhibition, % at 10 µM; in the data active = inhibition above about 30%, passing the limit was not always enough;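 note: 0% = vehicle neutral wells and 100% = reference inhibitor wells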
SR-BI DiI inh: inhibitors of mouse SR-BI mediated HDL lipid uptake. inhibition, % at 12.5 µM. Q61009. ldlA[mSR-BI] CHO cells, DiI-HDL uptake fluorescence, 3 h. 0.96% of 320,000 active;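 active = mean replicate inhibition of at least 70% and a set share of replicates each scoring 70 or more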;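 note: 0% = median of neutral control wells and 100% = median of positive control wells; values of inactives mirror those of a sister screen read the other way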
PKA-R2B act: activators of human PKA-R2B complex; activation, % at 11.4 µM; P22694+P31323; PKA-R2B holoenzyme dissociation, Cy5-IP20 fluorescence polarization; R2B truncated from residue 108, S112A mutant; 0% DMSO only, 100% 113 µM cGMP; 0.079% of 340,000 active;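 active = activation above a cutoff set at the mean over all compounds plus 3 SD, cut at about 18% in these data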;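 note: higher means more holoenzyme dissociation and a rise in polarization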
C-LANA FP: inhibitors of KSHV LANA C-terminal domain DNA binding; 0.078% of 340,000 active; MBP-C-LANA/FAM-LBS DNA binding, fluorescence polarization; inhibition, % at 9 µM;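 active = highest replicate inhibition at or above 60% at 9 µM, even if other replicates fall short; inactive = all replicates below 60% inhibition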;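 note: 0% = neutral control wells and 100% = 4 µM acridine orange control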
DAGLB inh: diacylglycerol lipase beta (human) inhibition | Q8NCG7 | HEK293T DAGLB membrane lysate, EnzChek fluorogenic substrate | inhibition, % at 5.17 µM | 0.059% of 340,000 active; in the data active = inhibition above about 34%;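 note: 0% = enzyme with vehicle and 100% = wells lacking enzyme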
NSD2 inh: inhibitors of human histone methyltransferase NSD2; O96028; NSD2 peptide methylation, AlphaScreen, 120 min; inhibition, % at 12.5 µM; 0.54% of 310,000 active; AID 743445; in the data active = inhibition above about 50%
Target sequence (O96028 whole entry, looked up): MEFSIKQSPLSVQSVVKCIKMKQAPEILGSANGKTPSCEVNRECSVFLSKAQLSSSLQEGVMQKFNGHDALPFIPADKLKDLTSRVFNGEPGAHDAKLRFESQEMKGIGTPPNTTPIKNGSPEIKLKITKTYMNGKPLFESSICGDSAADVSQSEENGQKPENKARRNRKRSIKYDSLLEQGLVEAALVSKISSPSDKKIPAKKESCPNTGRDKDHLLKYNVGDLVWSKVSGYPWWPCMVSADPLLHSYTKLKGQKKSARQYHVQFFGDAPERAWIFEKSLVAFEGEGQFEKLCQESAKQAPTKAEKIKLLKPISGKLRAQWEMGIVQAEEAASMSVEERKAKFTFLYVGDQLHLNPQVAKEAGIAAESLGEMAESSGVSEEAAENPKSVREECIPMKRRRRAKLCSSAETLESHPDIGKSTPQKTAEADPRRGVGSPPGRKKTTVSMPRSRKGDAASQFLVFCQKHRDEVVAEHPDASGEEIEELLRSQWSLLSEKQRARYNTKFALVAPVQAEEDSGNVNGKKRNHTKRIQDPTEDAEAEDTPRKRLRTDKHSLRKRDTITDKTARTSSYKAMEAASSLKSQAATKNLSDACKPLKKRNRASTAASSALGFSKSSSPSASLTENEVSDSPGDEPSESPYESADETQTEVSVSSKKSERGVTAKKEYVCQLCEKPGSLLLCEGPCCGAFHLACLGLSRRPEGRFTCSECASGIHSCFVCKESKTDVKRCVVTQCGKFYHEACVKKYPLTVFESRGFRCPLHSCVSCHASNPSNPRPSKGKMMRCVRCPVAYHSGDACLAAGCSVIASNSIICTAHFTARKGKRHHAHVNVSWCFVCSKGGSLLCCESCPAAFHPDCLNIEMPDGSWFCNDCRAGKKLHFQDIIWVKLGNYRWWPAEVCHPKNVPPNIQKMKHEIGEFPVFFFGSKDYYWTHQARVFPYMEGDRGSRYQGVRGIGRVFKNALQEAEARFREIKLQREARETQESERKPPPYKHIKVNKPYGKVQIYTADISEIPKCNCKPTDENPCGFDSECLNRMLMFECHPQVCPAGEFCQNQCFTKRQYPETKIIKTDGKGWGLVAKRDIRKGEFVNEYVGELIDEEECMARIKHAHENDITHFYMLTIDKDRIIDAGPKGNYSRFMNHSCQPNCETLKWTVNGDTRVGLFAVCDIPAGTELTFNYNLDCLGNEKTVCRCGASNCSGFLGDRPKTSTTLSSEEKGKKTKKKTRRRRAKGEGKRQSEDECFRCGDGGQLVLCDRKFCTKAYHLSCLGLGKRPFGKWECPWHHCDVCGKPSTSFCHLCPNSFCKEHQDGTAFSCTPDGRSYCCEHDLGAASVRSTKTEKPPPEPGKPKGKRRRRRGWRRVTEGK
SR-BI uptake up: SR-BI HDL lipid transfer activation | CHO ldlA[mSR-BI] cells, DiI-HDL uptake fluorescence, 3 h; 100 = double the neutral-control signal | activation, % at 12.5 µM | 0.096% of 320,000 active;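 active = mean replicate activation of at least 60% and every replicate at or above 60%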;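 note: 0% = median plate neutral-control signal and 100% = twice that signal; values of inactives mirror those of a sister screen read the other way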
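System: LDL receptor-deficient CHO ldlA cells overexpressing murine SR-BI | Timing: 3 h uptake period with compound, 37 °C | Medium: HEPES-buffered (25 mM, pH 7.4) F12 plus 0.5% BSA | Dosing: Single-point compound dose | Signal: Bottom-read fluorescence, 550/595 nm | Read-out: Retained DiI signal reflecting DiI-HDL uptake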
Arr AP2 block: inhibitors of human beta-arrestin and AP2 interaction; FITC-arrestin peptide / GST-AP2 beads, flow cytometry; AP2 beta2 appendage carries R879A mutation; inhibition, % at 10 µM; 0.31% of 340,000 active; AID 504490;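 active = inhibition above a set limit, near 3 SD of compounds lacking own fluorescence, cut at about 54% in these data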;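 note: plate controls were DMSO wells for no effect and 5 µM unlabelled arrestin peptide for full effect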
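Material – GST-tagged AP2 beta2-adaptin appendage (R879A) on 4 µm glutathione beads · Probe or stimulus – fluorescein-tagged arrestin peptide at 50 nM final · Timing – 12 min plus 1 h, RT · Detection – bead flow cytometry, FITC channel · Read-out basis – inhibition as reduced fluorescein signal on beads, percent · Medium – PBS plus Tween 20 (0.05%) and BSA (0.1%)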
RTF Ca sens inh: cardiac RTF calcium desensitization; 0.12% of 340,000 active; inhibition, % at 7.15 µM; P19429+P45379; IANBD-labeled cardiac RTF, Ca2+ fluorescence; AID 493244;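 active = inhibition above the mean inhibition of all tested compounds plus 3 SD, cut at about 17% in these data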;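 note: assay run at fixed EC70 calcium of 1.6 mM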
Keap1-Nrf2 PPI: disrupts human Keap1 binding to Nrf2 peptide. Q14145. Keap1 Kelch-Nrf2 peptide fluorescence polarization, 1536-well. inhibition, % at 9.4 µM. 0.15% of 340,000 active; in the data active = inhibition above about 12%;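 note: human Keap1 Kelch domain with fluorescein labeled Nrf2 9mer peptide probe; 0% = neutral control wells and 100% = peptide positive control; higher means more block of Keap1 binding to Nrf2 peptide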
An asterisk follows results filed as active; / = no result given; + = active, no number.

1) CCN(CC)C(=O)C1CCCN(Cc2ccc(OC)c(C)c2)C1 (configuration not stated)
2) CC1CCC(NC(=O)c2nc(Cn3ccc([N+](=O)[O-])n3)no2)CC1 (configuration not stated)
3) CC(C)(c1ccccc1)c1ccc(OCCn2cnc3ccccc3c2=O)cc1
4) COC(=O)CCC1(C(N)=O)CCC(=O)c2ccccc21 (configuration not stated)
5) COc1ccccc1C(=O)Nc1ccnn1C1CCN(Cc2ccccc2OCCO)CC1
6) CCOc1ccc(-c2csc(NC(=O)CSCC(=O)O)n2)c2ccccc12
7) CC(=O)c1ccc(S(=O)(=O)N(CC(=O)NC2CC2)Cc2ccc(F)cc2)cc1
8) CC(NCCS(=O)(=O)c1ccc(Cl)cc1)c1cccc(Cl)c1 (configuration not stated)
Compound,1,2,3,4,5,6,7,8
PvdQ inh,3,-11,-23,-13,-13,7,6,6
SR-BI DiI inh,1,-5,4,3,1,-3,-6,/
PKA-R2B act,-6,-2,-8,6,14,9,-16,-14
C-LANA FP,1.4,0.8,3.4,2.8,0.3,2.7,0.3,-0.4
DAGLB inh,1,-3,-9,1,-1,3,1,-4
NSD2 inh,0,-2,-2,2,-6,3,0,1
SR-BI uptake up,-1,5,-4,-3,-1,3,6,/
Arr AP2 block,26,3,-1,-13,-6,62*,38,13
RTF Ca sens inh,-15,-2,-11,-6,-5,2,-11,-1
Keap1-Nrf2 PPI,2,3,-3,-2,-2,1,-2,0

9) CCC1(CC)NC(=O)N(CC(=O)OCC(=O)Nc2ccc(OC(F)(F)F)cc2)C1=O
10) COC(=O)c1ccc(C(=O)Nc2ccc3nc(-c4ccncc4)[nH]c3c2)cc1
11) O=C(NCCCN1CCOCC1)c1ccc(CS(=O)(=O)c2ccc(Br)cc2)o1
12) Cc1nnc(Nc2ccc(C(=O)O)cc2)[nH]c1=O
13) CCN(Cc1ccccc1)C(=O)c1cccc(OC2CCN(C(=O)C3CC3)CC2)c1
14) O=C(NC(Cc1ccccc1)c1nc2ccccc2[nH]1)c1cccc([N+](=O)[O-])c1 (configuration not stated)
15) Cc1nc(Cl)cc(N/N=C/c2ccccc2)n1
16) CCc1c(N)nc(N)nc1Nc1ccc(C)c(C)c1
Compound,9,10,11,12,13,14,15,16
PvdQ inh,23,-5,0,-9,-11,3,-21,-12
SR-BI DiI inh,-10,22,9,-24,-4,/,16,-11
PKA-R2B act,6,-1,1,-2,11,-21,-8,3
C-LANA FP,1.5,-0.4,-3.1,1.3,-0.8,-1.1,-0.4,-2.2
DAGLB inh,-1,-2,2,2,-3,2,0,-6
NSD2 inh,0,-1,/,-3,2,7,5,2
SR-BI uptake up,10,-22,-9,24,4,/,-16,11
Arr AP2 block,42,-13,10,-16,-2,10,2,-6
RTF Ca sens inh,5,-2,-1,-11,-4,-3,-6,-1
Keap1-Nrf2 PPI,2,1,-4,2,-3,-3,-1,3

17) O=C(Cc1ccccc1)NCC(=O)OCC(=O)c1ccc(F)cc1
18) Cc1ccc(S(=O)(=O)C(C#N)c2nc3ccccc3nc2N2CCCC2)cc1C (configuration not stated)
19) Cc1nc2sccn2c1-c1nc(-c2cc3ccccc3o2)cs1
20) O=C(NN=Cc1c(F)c(F)c(F)c(F)c1F)c1ccc(NS(=O)(=O)c2cccs2)cc1
21) O=C(NCCNCC(O)COc1ccc(O)cc1)N1CCOCC1 (configuration not stated)
22) CCc1ccc(S(=O)(=O)NCc2cccs2)cc1
23) CC1CCCN(CCCNC(=O)c2ccc3c(c2)N(Cc2ccc(F)cc2)C(=O)c2ccccc2S3=O)C1 (configuration not stated)
24) COc1ccc([C@H]2CC(=O)C=C(c3ccc4ncccc4c3)C2)cc1OC
Compound,17,18,19,20,21,22,23,24
PvdQ inh,-2,-16,0,-13,-14,-6,5,3
SR-BI DiI inh,-37,-8,34,46,-11,4,-18,64
PKA-R2B act,-6,1,-4,7,-4,-11,-4,-6
C-LANA FP,-0.1,2.0,3.4,0.4,1.1,-0.6,-3.3,-5.7
DAGLB inh,3,-1,-5,0,2,-2,4,-4
NSD2 inh,-2,0,-2,-10,/,-1,6,/
SR-BI uptake up,37,8,-34,-46,11,-4,/,-64
Arr AP2 block,7,-5,11,6,-3,9,47,23
RTF Ca sens inh,-3,-16,7,-4,-8,0,-9,-8
Keap1-Nrf2 PPI,0,-5,1,-7,-6,3,-3,-2

25) Cc1cccn2c(=O)c3cc(C(=O)NCc4cccnc4)c(=N)n(C(C)C)c3nc12
26) COC(=O)c1cc(C)nc2c1C(=O)C(=O)C=C2N1CCOCC1
27) COCCSc1ccccc1C(=O)N1CCC(Cc2ccccc2)CC1
28) Cn1nnnc1SCC(=O)N1CCN(c2ccc(Cl)cc2)CC1
29) O=C(NCC1CCCO1)c1cc(S(=O)(=O)N2CCCCC2)ccc1Cl (configuration not stated)
30) CCCCNC(=O)CSc1ccc(S(=O)(=O)N2CCOCC2)cn1
31) O=C(N/N=C/c1cccc(Oc2ccccc2)c1)c1ccccc1Br
32) O=S(=O)(Cc1nnnn1-c1ccccc1)c1ccc(F)cc1
Compound,25,26,27,28,29,30,31,32
PvdQ inh,-13,5,-20,-8,-1,1,-12,-18
SR-BI DiI inh,12,-25,-10,-8,-20,-31,2,-27
PKA-R2B act,6,-6,-7,1,2,8,-2,0
C-LANA FP,-1.2,11,0.0,-0.7,1.1,-2.1,-0.4,-0.1
DAGLB inh,0,-19,-2,2,-3,2,-2,-1
NSD2 inh,4,+,-3,-1,0,0,-1,-3
SR-BI uptake up,-12,25,10,8,20,31,-2,/
Arr AP2 block,-2,3,-17,23,2,-6,8,-15
RTF Ca sens inh,-1,2,-6,-6,-6,5,-8,-4
Keap1-Nrf2 PPI,-10,-31,-6,-3,1,2,1,-3

Single values from the entries so far.
`COc1ccccc1C(=O)Nc1ccnn1C1CCN(Cc2ccccc2OCCO)CC1` in C-LANA FP has 0.3
`CC1CCCN(CCCNC(=O)c2ccc3c(c2)N(Cc2ccc(F)cc2)C(=O)c2ccccc2S3=O)C1` (configuration not stated) in PvdQ inh has 5
`O=C(NN=Cc1c(F)c(F)c(F)c(F)c1F)c1ccc(NS(=O)(=O)c2cccs2)cc1` in SR-BI DiI inh has 46
`CCOc1ccc(-c2csc(NC(=O)CSCC(=O)O)n2)c2ccccc12` in PvdQ inh has 7
`Cc1cccn2c(=O)c3cc(C(=O)NCc4cccnc4)c(=N)n(C(C)C)c3nc12` in RTF Ca sens inh has -1
`CCc1c(N)nc(N)nc1Nc1ccc(C)c(C)c1` in PvdQ inh has -12

Following part:
33) CNC(=S)N/N=C/c1ccc(N(C)C)cc1
34) Cc1ccc(CN(Cc2ccc(C)o2)C(=S)NCC(=O)O)cc1
35) Cc1ccc(S(=O)(=O)N(C)c2ccc(C(=O)N(CC(C)C)C3CCS(=O)(=O)C3)cc2)cc1 (configuration not stated)
36) O=C(NCc1cccc(C(F)(F)F)c1)C1CCC(=O)N(C2CCCCCC2)C1 (configuration not stated)
37) CCn1nc(C)c(NC(=O)/C=C/c2cnn(C)c2C)c1C
38) CCn1cc(S(=O)(=O)NCCc2ccc(F)cc2)cn1
39) COc1ccc(/C=N/NC(=O)c2ccc(O)cc2)cc1CN1CCCc2ccccc21
40) COc1cccc(NC(=O)[C@H](C)NC(=O)N2CCn3c2nc2ccccc23)c1
Compound,33,34,35,36,37,38,39,40
PvdQ inh,-11,4,5,-15,-10,-11,-2,-20
SR-BI DiI inh,-3,-27,-13,6,-35,13,2,16
PKA-R2B act,-5,1,-15,6,8,0,-4,-9
C-LANA FP,-0.8,-1.2,1.7,0.9,0.3,-0.8,3.5,1.1
DAGLB inh,3,0,-4,2,0,1,6,0
NSD2 inh,-1,3,0,2,-6,-4,15,-4
SR-BI uptake up,3,27,13,-6,35,-13,-2,-16
Arr AP2 block,-8,22,6,-3,-7,-2,-34,-2
RTF Ca sens inh,-7,-2,-7,0,2,-2,1,4
Keap1-Nrf2 PPI,2,-2,-6,-3,4,2,1,-2

41) COc1ccc(NC(=O)CN(C)C(=O)c2ccc3[nH]c4c(c3c2)CC(C)CC4)cc1 (configuration not stated)
42) CC(C)(CC(=O)N1CCN(c2ccc(Cl)cc2)CC1)CC1=NS(=O)(=O)c2ccccc2N1
43) COc1ccccc1-c1cc(C(=O)Nc2c(C)n(C)n(-c3ccccc3)c2=O)no1
44) COc1ccc(NS(=O)(=O)c2ccc(F)c(Cl)c2)cn1
45) O=C(O)CSc1cn(Cc2ccccc2)c2ccccc12
46) COc1ccc(CNc2nc3ccccc3s2)cc1OC
47) Cc1ccc(C(=O)NCC(=O)OC(C)C(=O)Nc2ccccc2[N+](=O)[O-])s1 (configuration not stated)
48) CCOC(=O)c1cccc(NC(=O)Nc2cc(OC)ccc2OC)c1
Compound,41,42,43,44,45,46,47,48
PvdQ inh,10,3,1,-3,-8,-4,-12,-4
SR-BI DiI inh,42,37,35,-11,0,0,-26,109*
PKA-R2B act,-21,5,-3,-14,5,-4,-6,-10
C-LANA FP,0.1,0.4,2.1,32,2.2,-1.6,-0.5,16
DAGLB inh,0,-1,-1,-4,0,0,1,0
NSD2 inh,3,6,-1,2,0,-2,4,3
SR-BI uptake up,-42,-37,-35,11,0,0,26,-109
Arr AP2 block,3,33,22,16,12,-12,-7,-3
RTF Ca sens inh,3,-5,-4,-14,-11,-4,-10,-15
Keap1-Nrf2 PPI,-3,5,-2,21*,-5,-4,0,2

Retrieved one by one from the entries so far (3):
43) COc1ccccc1-c1cc(C(=O)Nc2c(C)n(C)n(-c3ccccc3)c2=O)no1
42) CC(C)(CC(=O)N1CCN(c2ccc(Cl)cc2)CC1)CC1=NS(=O)(=O)c2ccccc2N1
45) O=C(O)CSc1cn(Cc2ccccc2)c2ccccc12
Compound,43,42,45
PvdQ inh,1,3,-8
SR-BI DiI inh,35,37,0
PKA-R2B act,-3,5,5
C-LANA FP,2.1,0.4,2.2
DAGLB inh,-1,-1,0
NSD2 inh,-1,6,0
SR-BI uptake up,-35,-37,0
Arr AP2 block,22,33,12
RTF Ca sens inh,-4,-5,-11
Keap1-Nrf2 PPI,-2,5,-5

Next part:
49) CCOC(=O)Cn1nnc(-c2ccccc2)n1
50) O=c1[nH]c2ccsc2c(=O)n1CCO
51) O=C(Cc1ccccc1F)OCC(=O)N1CCc2ccccc21
52) CCCS(=O)(=O)c1ccc(COC(=O)c2cccc(NC(=O)C(C)C)c2)cc1
53) N#Cc1ccc(C(=O)CSc2nnc(-c3ccc(C(F)(F)F)cn3)s2)cc1
Compound,49,50,51,52,53
PvdQ inh,1,-1,-9,3,2
SR-BI DiI inh,-34,-11,-4,48,-2
PKA-R2B act,-2,4,-4,0,-4
C-LANA FP,0.7,-1.6,-0.7,-2.0,-2.2
DAGLB inh,-2,-3,0,-2,2
NSD2 inh,-4,-6,-2,0,-1
SR-BI uptake up,34,11,4,-48,2
Arr AP2 block,4,46,1,5,9
RTF Ca sens inh,-1,-6,-4,-8,-4
Keap1-Nrf2 PPI,-1,1,-3,-1,-2

High-throughput results: PubChem BioAssay, several laboratories
